TNAP inh no acc: TNAP (human) inhibition, acceptor-free conditions; purified TNAP, CDP-star luminescence, 30 min; actives 0.26% (n = 200,000); AID 1012; inhibition, % at 20 µM; P05186;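 active = tissue-nonspecific alkaline phosphatase inhibition above about 50% at 20 µM in the single-dose screen, limit read from the data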;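 note: 0% = DMSO negative control and 100% = EDTA positive control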
Target sequence (P05186 whole entry, looked up): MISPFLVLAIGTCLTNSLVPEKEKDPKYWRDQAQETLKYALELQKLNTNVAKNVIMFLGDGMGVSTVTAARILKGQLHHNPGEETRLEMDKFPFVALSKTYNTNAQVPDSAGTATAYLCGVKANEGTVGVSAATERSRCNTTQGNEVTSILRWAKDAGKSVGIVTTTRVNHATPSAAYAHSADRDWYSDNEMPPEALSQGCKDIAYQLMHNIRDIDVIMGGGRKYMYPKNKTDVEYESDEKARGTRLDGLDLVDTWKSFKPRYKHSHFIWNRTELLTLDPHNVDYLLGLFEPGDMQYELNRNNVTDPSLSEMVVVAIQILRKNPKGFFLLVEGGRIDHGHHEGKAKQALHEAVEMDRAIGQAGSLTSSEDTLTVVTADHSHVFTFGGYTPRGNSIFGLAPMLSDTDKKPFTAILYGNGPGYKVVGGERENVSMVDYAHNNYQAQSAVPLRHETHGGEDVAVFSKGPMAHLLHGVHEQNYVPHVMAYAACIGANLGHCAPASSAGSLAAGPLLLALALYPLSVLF
RAM network inh: blocks the yeast RAM network; actives 1.8% (n = 190,000); S. cerevisiae dse1pr::URA3 reporter, 5-FOA growth OD615, 2 d; analog-sensitive cbk1-as2 kinase mutant strain; AID 868; inhibition, % at 50 µM;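 active = inhibition above a set limit, 3 SD over mean compound inhibition, cut at about 8.4% in these data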;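 note: 0% = DMSO-only wells with no growth and 100% = 10 µM 1-NA-PP1 full growth; inhibition rescues growth on 5-FOA so higher OD means more RAM inhibition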
Lmaj promast: reduces viability of Leishmania major promastigotes | resazurin fluorescence viability | inhibition, % at 10 µM | actives 9% (n = 200,000) | AID 1063; in the data active = inhibition above about 50%;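 note: promastigotes grown with compound for 44 hours at 28 °C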
FLuc inhib CS: Photinus pyralis luciferase inhibition counter-screen; P08659; ATPLite firefly luciferase biochemical luminescence, 10 min; inhibition, % at 10 µM; actives 1.5% (n = 200,000); AID 1006;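 active = inhibition above about 50% when tested at 10 µM, limit read from the data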
Target sequence (P08659 whole entry, looked up): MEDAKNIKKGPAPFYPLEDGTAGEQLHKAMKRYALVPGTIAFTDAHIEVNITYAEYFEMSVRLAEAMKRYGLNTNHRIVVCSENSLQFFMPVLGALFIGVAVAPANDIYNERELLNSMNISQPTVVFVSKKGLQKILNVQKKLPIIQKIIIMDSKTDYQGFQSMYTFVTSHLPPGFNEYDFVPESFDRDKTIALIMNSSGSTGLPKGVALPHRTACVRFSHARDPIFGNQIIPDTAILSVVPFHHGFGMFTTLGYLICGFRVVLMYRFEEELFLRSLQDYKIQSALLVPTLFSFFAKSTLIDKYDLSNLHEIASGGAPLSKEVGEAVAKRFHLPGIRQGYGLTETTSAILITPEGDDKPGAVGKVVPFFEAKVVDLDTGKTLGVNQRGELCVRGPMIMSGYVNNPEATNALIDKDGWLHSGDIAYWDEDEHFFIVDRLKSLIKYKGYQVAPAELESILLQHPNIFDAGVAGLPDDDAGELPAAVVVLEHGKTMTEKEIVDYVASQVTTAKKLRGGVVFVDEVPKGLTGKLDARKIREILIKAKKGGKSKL
TNAP act hi DEA: activators of human TNAP at high phosphate acceptor concentration. purified TNAP, CDP-star luminescence, 1 M DEA, 30 min; active compounds read high; 0 = EDTA background, 1 = DMSO-only activity. activation factor at 20 µM. 200,000 tested, under 10 active;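 active = activation factor at least 2 at 20 µM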
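Test system – human TNAP · Doses – 20 µM single point · Incubation – 30 min, room temperature · Signal – luminescent substrate turnover signal · Read-out basis – activation factor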
bIAP inhibitor: intestinal alkaline phosphatase (bovine) inhibition. purified bovine IAP, CDP-star luminescence, 30 min. inhibition, % at 20 µM. 190,000 tested, under 10 active. AID 1019;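 active = over 50% inhibition of intestinal alkaline phosphatase at 20 µM in the single-dose screen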
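test system = bovine IAP enzyme | medium = DEA buffer 100 mM, pH 9.8, with MgCl2 1.0 mM, ZnCl2 0.02 mM | detection = luminescence | dosing = single compound dose of 20 µM, 2% DMSO final | incubation = 30 min reaction at room temperature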
APP transl inh: APP translation inhibition | SH-SY5Y APP 5'UTR-luciferase reporter, luminescence | inhibition, % at 2 µM | actives 0.82% (n = 190,000) | AID 1285;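 active = inhibition above a set limit, derived from the sample mean plus 3 SD, cut at about 45% in these data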; note: values of inactives mirror those of a sister screen read the other way
TNAP inh hiacc: blocks human TNAP under high phosphate acceptor concentration. P05186. purified TNAP, CDP-star luminescence, 1 M DEA. inhibition, % at 20 µM. actives 0.03% (n = 200,000). AID 1135;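 active = over 50% inhibition of tissue-nonspecific alkaline phosphatase at 20 µM in the single-dose screen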;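 note: plate controls were DMSO wells for no effect and EDTA-quenched wells as full inhibition for full effect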
bIAP activator: intestinal alkaline phosphatase (bovine) activation; purified bovine IAP, CDP-star luminescence, 30 min; active compounds read high; fold of DMSO-control signal, blank-subtracted; activation factor at 20 µM; actives 0.17% (n = 200,000); AID 1016;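 active = activation factor of 2 or more at 20 µM, a signal rise over negative controls twice the positive control's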
FLuc act counter: affects firefly luciferase, flagging false hits in luciferase stimulation screens; P08659; ATPlite luciferase biochemical, luminescence, 10 min; 0 = ATP-free wells, 1 = DMSO control; activation factor at 10 µM; 200,000 tested, under 10 active; AID 1027;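 active = luciferase activation factor, scaled between plate controls, of at least 2 with compound at 10 µM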
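Material: luciferase plus luciferin reagent, cell-free. Medium: PBS buffer for ATP. Also added: ATP substrate, dispensed from a 10.24 µM working solution in PBS. Doses: test compounds dosed from 2 mM stocks in 100% DMSO. Incubation: 10 min post-reagent at room temperature. Technique: light output (luminescence). Read-out basis: luminescence gain marking luciferase activators.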
Active calls of the source: *; x = not tested or not shown.

SMILES | TNAP inh no acc | RAM network inh | Lmaj promast | FLuc inhib CS | TNAP act hi DEA | bIAP inhibitor | APP transl inh | TNAP inh hiacc | bIAP activator | FLuc act counter
Cc1ccc(-c2cc(C(=O)N3CCOCC3)c3ccccc3n2)cc1 | -17 | 0.9 | 6 | 41 | 1 | 8 | -20 | -3 | 0.9 | 0.6
Cc1cccc(C)c1OCc1nnc(NC(=O)CSc2ccc(Cl)cc2)s1 | 2 | 6.1 | 59* | -2 | 1 | 4 | -12 | 1 | 1 | 1
CS(=O)(=O)N1Cc2ccccc2CC1C(=O)O (stereo not given) | -5 | 1.7 | -3 | -6 | 1 | -1 | 6 | -4 | 1 | 1.1
O=C(NC1CCCCCC1)c1cccnc1Sc1ccccc1 | -54 | 1.1 | -7 | 1 | 1 | 8 | -6 | 1 | 0.9 | 1
CC(=O)n1cc([C@H]2C=C(C(=O)Nc3ccccc3)O[C@@H](OCc3ccc(CO)cc3)C2)c2ccccc21 | -9 | 8.1 | 60* | -7 | 1.1 | -2 | -7 | -6 | 1 | 1.1
CNC(=O)NCCN1CCCC1=O | -8 | 2.0 | 0 | -1 | 1 | 2 | 11 | -1 | 1 | 1
Nc1nc(C(F)(F)F)c(Br)c(=O)n1N | -2 | 3.6 | -7 | -11 | 1.1 | -7 | 14 | -6 | 1.1 | 1.1
CC(O)CNCCCOc1ccc(Cl)cc1C(C)(C)C (stereo not given) | -3 | -0.5 | 72* | -4 | 1.1 | -3 | -25 | -7 | 1 | 1
COc1cc(/C=N/NC(=O)CNC(=O)c2ccco2)ccc1O | -7 | 1.1 | 10 | 2 | 1 | -1 | -19 | -4 | 1 | 1
Cc1cccc(C)c1NC(=S)N(CCN(C)C)C(C)c1ccccn1 (stereo not given) | -4 | 1.1 | 2 | -4 | 1.1 | 7 | -3 | -6 | 0.9 | 1
O=C(c1ccccc1F)N1CCCC(c2ccccc2)C1 (stereo not given) | -5 | 0.0 | 32 | -6 | 1 | 3 | -2 | -3 | 1 | 1.1
CCOC(=O)Cc1nnc(NC(=O)CSc2nnc3c4ccccc4n(C(C)C)c3n2)s1 | -7 | 4.7 | -6 | -4 | 1 | -11 | 3 | -2 | 1.1 | 1
COc1ccccc1N1CCN(C2CCN(C(=O)c3cccs3)CC2)CC1 | -10 | 0.1 | 43 | -2 | 1 | 2 | -14 | -3 | 1 | 1
CC(O)Cn1ccccc1=N (stereo not given) | -8 | 2.0 | -2 | -7 | 1 | 12 | -14 | -3 | 0.9 | 1.1
CCCN1CCN(CCCNC(=O)c2cc3c(=O)n(C)c4ccccc4c3n2C)CC1 | -20 | 1.0 | 15 | -4 | 1.1 | -16 | 9 | -7 | 1.2 | 1

Reprinted at random: 3 records from the list, in no set order.
SMILES | TNAP inh no acc | RAM network inh | Lmaj promast | FLuc inhib CS | TNAP act hi DEA | bIAP inhibitor | APP transl inh | TNAP inh hiacc | bIAP activator | FLuc act counter
Cc1cccc(C)c1OCc1nnc(NC(=O)CSc2ccc(Cl)cc2)s1 | 2 | 6.1 | 59* | -2 | 1 | 4 | -12 | 1 | 1 | 1
O=C(c1ccccc1F)N1CCCC(c2ccccc2)C1 (stereo not given) | -5 | 0.0 | 32 | -6 | 1 | 3 | -2 | -3 | 1 | 1.1
CNC(=O)NCCN1CCCC1=O | -8 | 2.0 | 0 | -1 | 1 | 2 | 11 | -1 | 1 | 1

Next section
SMILES | TNAP inh no acc | RAM network inh | Lmaj promast | FLuc inhib CS | TNAP act hi DEA | bIAP inhibitor | APP transl inh | TNAP inh hiacc | bIAP activator | FLuc act counter
CCOc1cc(CNC(C)(C)C)ccc1OCC(=O)Nc1cccc(C(F)(F)F)c1 | -20 | 1.2 | 84* | -10 | 1 | -16 | -32 | -2 | 1.2 | 1.1
CCOC(=O)Nc1ccc(Oc2ccccc2)cc1 | -10 | -0.5 | -1 | 5 | 1 | 18 | -26 | -3 | 0.8 | 0.9
Cc1cc(=O)[nH]c(N/N=C/c2ccco2)n1 | -9 | 1.5 | 6 | -7 | 1 | -3 | 0 | -1 | 1 | 1.1
COc1cc(Cn2c(N)c(C#N)c3nc4ccccc4nc32)cc(OC)c1 | -8 | 5.9 | -6 | -7 | 1 | -4 | -2 | -1 | 1 | 1.1
CNC(=O)c1c(C)nc(SCC(=O)NCc2ccc(OC)cc2)c(C#N)c1-c1ccco1 | 2 | 3.4 | 9 | -9 | 1.1 | 3 | 18 | -8 | 1 | 1.1
COc1cccc(OC)c1C(=O)NC(=S)Nc1ccc(N2CCOCC2)c(Cl)c1 | -6 | 5.2 | 21 | -5 | 1 | -3 | 4 | -3 | 1 | 1
CCOC(=O)N/N=C\c1ccc(-c2cccc(C(F)(F)F)c2)o1 | -5 | -0.4 | 45 | -7 | 1 | 21 | -15 | -3 | 0.8 | 1.1
Clc1ccccc1-c1nc(-c2ccccc2)n[nH]1 | 91* | -1.1 | 2 | 27 | 1 | -2 | -109 | 3 | 1 | 0.7
COc1ccc(NC(=O)c2cc([N+](=O)[O-])ccc2O)cc1 | -8 | 2.2 | 3 | 96* | 1 | 9 | 12 | -5 | 0.9 | 0
CC1(C)CC(=O)C=C(NCCN2CCNCC2)C1 | -7 | 1.0 | -6 | -5 | 1 | 12 | 0 | -2 | 0.9 | 1.1
CCCCn1nnc(NC(=O)c2ccc(-c3cccc(Cl)c3)o2)n1 | -6 | 8.4* | 51* | 2 | 1 | 6 | 2 | -1 | 0.9 | 1
O=[N+]([O-])c1cccc(-c2nc(-c3ccccc3)no2)c1 | -6 | 4.1 | -15 | 14 | 1.1 | -23 | -118 | -8 | 1.2 | 0.9
CC12CCC(O)CC1=CCC1C2CCC2(C)C1CCC21CCC(=O)O1 (stereo not given) | -7 | 4.0 | 68* | -2 | 1.1 | 5 | -29 | -6 | 0.9 | 1
CCN(CC)S(=O)(=O)c1cccc(NC(=O)CSc2nnc(N)s2)c1 | -5 | 1.7 | -3 | -1 | 1 | -22 | -3 | -2 | 1.2 | 1
COc1ccc(-c2nnc(SCC(=O)N3CCCc4ccccc43)o2)cc1OC | -10 | 1.6 | 29 | -5 | 1 | -50 | 23 | -4 | 1.5 | 1.1
CCC(CC)C(=O)c1c[nH]c(C(=O)NCc2ccncc2)c1 | -5 | 1.8 | -2 | 1 | 1 | -11 | -19 | 2 | 1.1 | 1
Clc1cc(Cl)cc(CSc2nnc(-c3sccc3-n3cccc3)o2)c1 | -7 | 8.1 | -7 | -6 | 1.1 | 18 | -6 | -5 | 0.8 | 1.1
O=C(Cn1cc([N+](=O)[O-])cn1)NCc1ccco1 | -12 | 0.9 | -9 | -3 | 1 | -9 | -22 | -4 | 1.1 | 1
COc1cccc(O)c1CN1CCCC(C(=O)c2cccc(C(F)(F)F)c2)C1 (stereo not given) | 5 | 0.6 | 21 | -4 | 1 | 15 | 1 | -1 | 0.9 | 1
O=C(Nc1cccc(S(=O)(=O)C(F)F)c1)c1ccc(S(=O)(=O)N2CCOCC2)cc1 | 0 | 2.5 | 4 | -8 | 1 | 8 | 3 | -2 | 0.9 | 1.1
O=C(COc1ccccc1)N(Cc1ccco1)c1ccc(O)cc1 | -15 | -0.2 | -6 | -8 | 1.1 | 10 | 4 | -6 | 0.9 | 1.1
CCOC(CNc1ncnc2c1cnn2C)OCC | -15 | 3.7 | -2 | -5 | 1.1 | 2 | -7 | -7 | 1 | 1.1
COc1ccccc1CNC(=O)C1CCN(C(=O)N(C)C)CC1 | -10 | -0.8 | 0 | -5 | 1 | 7 | -8 | -3 | 0.9 | 1.1
Cc1onc(-c2c(F)cccc2Cl)c1C(=O)Nc1nccs1 | 3 | 0.6 | 7 | -7 | 1 | -16 | 17 | -5 | 1.2 | 1.1
CCOC(=O)c1cnn(-c2ncnc3sc(CC)cc23)c1N | -16 | 7.6 | -6 | -1 | 1.1 | 11 | -2 | -6 | 0.9 | 1
COc1ccc(-c2c(C)nn(-c3ccccc3)c2N)cc1OC | -8 | 1.4 | 6 | -6 | 1 | 11 | -20 | -2 | 0.9 | 1.1
Cc1occc1C(=O)NNS(=O)(=O)c1ccc(Cl)cc1 | -7 | 1.3 | -4 | -7 | 1 | -1 | 6 | -4 | 1 | 1.1
CC(=O)c1c(O)cc(C)n(-c2ccc(F)cc2)c1=O | -4 | -1.6 | -3 | 2 | 1 | -6 | -25 | 0 | 1.1 | 1
COCCSc1ccccc1C(=O)Nc1cccnc1 | -7 | 0.0 | 4 | -7 | 1.1 | 18 | -4 | -6 | 0.8 | 1.1
O=C(COC(=O)C1CCC1)Nc1ccc(OC(F)F)cc1 | -6 | 0.8 | -6 | -3 | 1.1 | 9 | -5 | -6 | 0.9 | 1
COCCn1c(SCc2ccc(OC)c(F)c2)nc2ccccc2c1=O | -20 | 4.7 | 100* | -4 | 1 | 7 | -3 | -3 | 0.9 | 1
CCOc1ccccc1NC(=O)CSc1nc2cccnc2n1C | -18 | -1.1 | -5 | -3 | 1.1 | 4 | -1 | -7 | 1 | 1
CCOC(=O)c1c(Cc2cccc(Cl)c2)c[nH]c1C | -9 | -3.4 | 4 | -3 | 1 | -45 | -11 | 2 | 1.5 | 1
Cc1nn(C)cc1CNC(=O)Nc1ccc(Br)cc1Cl | 2 | 0.7 | -2 | 2 | 1 | 2 | -1 | 2 | 1 | 1
Fc1ccccc1-c1ccc(/C=N/Nc2nc3ccccc3[nH]2)o1 | -33 | 2.6 | 97* | 93* | 0.9 | 34 | -74 | 7 | 0.7 | 0.1
CCOc1cc(N2CCOCC2)c(OCC)cc1NC(=O)[C@H](C)N1C(=O)C2CC=CCC2C1=O (stereo not given in full) | -11 | 1.7 | -5 | -10 | 1.1 | -12 | -28 | -6 | 1.1 | 1.1
Cc1ccsc1/C=C(\C(=O)c1ccc(OC(C)C)cc1)c1nc2ccccc2o1 | -5 | 3.5 | 100* | 1 | 1 | -6 | -21 | -2 | 1.1 | 1
COCc1cc(C)nc(SCC(=O)Nc2cccc3cccnc23)c1C#N | -10 | 6.6 | -6 | -2 | 1 | 8 | -2 | -4 | 0.9 | 1
COc1ccccc1NS(=O)(=O)c1cc(NC(=O)C2CC2)ccc1N1CCOCC1 | -3 | 0.7 | 88* | -2 | 1 | -13 | -22 | 0 | 1.1 | 1
CCN1CC(C)C(O)(c2ccccc2)CC1C (stereo not given) | -9 | -0.1 | 79* | -7 | 1.1 | 1 | 1 | -5 | 1 | 1.1
COc1ccc(N2CCN(C(=O)c3ccc(S(=O)(=O)N4CCOCC4)cc3)CC2)cc1 | 2 | 1.0 | -5 | -10 | 1 | -7 | -1 | -4 | 1.1 | 1.1
COc1ccc(NS(=O)(=O)c2ccc3oc(SC4CCOC4=O)nc3c2)cc1 (stereo not given) | -2 | 0.2 | -5 | -1 | 1 | 6 | -2 | -3 | 0.9 | 1
COC(=O)c1sccc1-n1cccc1C(=O)N1CCOCC1 | -10 | 3.0 | -3 | -5 | 1 | 4 | -19 | -4 | 1 | 1
O=C1c2ccc3c4c(ccc(c24)C(=O)N1Cc1cccnc1)C(=O)N(Cc1cccnc1)C3=O | -9 | 1.7 | 18 | -7 | 1.1 | 5 | x | -6 | 1 | 1.1

Bioassay records (PubChem)
